Rac1 GTP hydrolysis = MgcRacGAP GTPase-activating activity inhibitors, confirmation, biochemical, ADP Hunter fluorescence. MgcRacGAP-stimulated Rac1 GTP hydrolysis, ADP Hunter fluorescence; higher % means a stronger effect; GST-tagged Rac1 F28L mutant substrate. one-dose inhibition, % at 30 µM; IC50 in µM for titrated hits. actives 0.6% (n = 340,000). Rac GTPase-activating protein 1 (Homo sapiens);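 active = first-screen hits whose inhibition reached a set limit at any dose in the follow-up dose series; inconclusive = inhibition above the set first-screen limit but never retested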;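 note: fluorescence reports GDP produced by GAP-driven GTP hydrolysis; strong numbers were not always called active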
KOR beta-arrestin-1 = KOR antagonists, beta-arrestin recruitment, cell-based, luminescence, uHTS (AID 1778) | Kappa-type opioid receptor (Homo sapiens) | KOR beta-arrestin recruitment, luminescence, antagonist mode; higher % means a stronger effect | one-dose inhibition, % at 10 µM; IC50 in µM for titrated hits | actives 0.091% (n = 290,000); note: strong numbers were not always called active
GPR55 activation = GPR55 agonists via beta-arrestin recruitment, primary screen, imaging, U2OS cells, beta-arrestin-GFP redistribution (AID 1961) | G-protein coupled receptor 55 (Homo sapiens) | U2OS GPR55 beta-arrestin-GFP redistribution imaging; higher % means a stronger effect | activation, % at 10 µM, or EC50 in µM where a hit was titrated | actives 0.048% (n = 290,000);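 active = activation above 40% with more than 50 cells counted in the well; inconclusive = wells holding fewer than 50 cells, flagged as toxic or sparse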;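 note: U2OS osteosarcoma cells stably expressing GPR55 and beta-arrestin-GFP; plate controls were DMSO negative control for no effect and LPI positive control for full effect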
NOD1 NF-kB reporter = NOD1 signaling inhibitors, primary screen, cell-based, luminescence, uHTS (AID 1578); NOD1-driven NF-kB luciferase reporter cells, luminescence; higher % means a stronger effect; inhibition, % at 4 µM; hits with a dose series show EC50 in µM; actives 1% (n = 290,000); in the data active = inhibition mostly above about 36%, no sharp cut-off; inactive = mostly below about 34%;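 note: HEK-293T reporter cells stimulated with the NOD1 agonist gamma-tri-DAP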
HIV fusion peptide = inhibitors of HIV fusion peptide binding, primary screen, biochemical, uHTS, fluorescence dequenching (AID 1986) | cell-free peptide binding, fluorescence dequenching, 30 min; higher % means a stronger effect | inhibition, % at 20 µM; hits with a dose series show IC50 in µM | actives 0.3% (n = 290,000); in the data active = inhibition mostly above about 52%, no sharp cut-off; inactive = mostly below about 76%; note: some results filed as inactive read as strong as hits
GPR55 antagonists = GPR55 antagonists blocking LPI-driven arrestin recruitment, primary screen, imaging, U2OS, beta-arrestin-GFP, LPI agonist (AID 2013). actives 0.13% (n = 290,000). U2OS GPR55 beta-arrestin-GFP translocation imaging, LPI antagonism; higher % means a stronger effect. inhibition, % at 10 µM, or IC50 in µM where a hit was titrated. G-protein coupled receptor 55 (Homo sapiens);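 active = spots per cell inhibited over 60%, with over 100 cells counted and total cytoplasm intensity under 500,000; inconclusive = wells with under 100 cells, flagged as likely toxic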;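 note: U2OS cells stably carrying GPR55 and arrestin-GFP stimulated by 5 µM LPI near EC80; imaged beta-arrestin-GFP aggregate spots per cell after agonist stimulation; plate controls were LPI-stimulated DMSO wells for no effect and DMSO wells without LPI for full effect; some results filed as inactive read as strong as hits; confirmed hits need IC50 under 10 µM and bright autofluorescent wells are also inconclusive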
Large T inhibition = SV40 large T antigen inhibitors, biochemical (AID 1903). SV40 large T antigen ATPase/helicase inhibition assay; higher % means a stronger effect. inhibition, % at 20 µM, or IC50 in µM where a hit was titrated. actives 0.39% (n = 310,000); in the data active = a potency from the dose series; inconclusive = inhibition mostly from about 32% at the one dose, without a potency; inactive = the rest, 99 in 100 with inhibition below about 32%; note: strong numbers were not always called active
KOR beta-arrestin-2 = KOR agonists, beta-arrestin recruitment, primary screen, cell-based, luminescence, uHTS (AID 1777); Kappa-type opioid receptor (Homo sapiens); KOR beta-arrestin recruitment, luminescence; higher % means a stronger effect; one-dose activation, % at 10 µM; EC50 in µM for titrated hits; actives 0.02% (n = 280,000); in the data active = activation above about 50%, passing the limit was not always enough; note: a part of the inactive calls stands beside numbers as strong as those of hits
HEK293 NOD2/NF-kB = NOD2 signaling inhibitors, cell-based, luminescence, uHTS, HEK293 (AID 1566); actives 0.63% (n = 290,000); inhibition, % at 4 µM, or EC50 in µM where a hit was titrated; HEK293 NOD2/NF-kB luciferase reporter, luminescence; higher % means a stronger effect; note: many of its hits are not listed in these tables
* marks the source's active call; other numbers are inactive results; ? = inconclusive; . = not tested or not shown; [ ] = remark or other dose. Cut-off read from the data, not from the text of the source, unless noted: active = inhibition above about 50%; inactive = the rest.

SMILES	Rac1 GTP hydrolysis	KOR beta-arrestin-1	GPR55 activation	NOD1 NF-kB reporter	HIV fusion peptide	GPR55 antagonists	Large T inhibition	KOR beta-arrestin-2	HEK293 NOD2/NF-kB
CCN(CC)S(=O)(=O)c1ccc(N2CCOCC2)c(NC(=O)CNCCc2ccccc2)c1	?	19%	1.9%	-3%	-1.4%	6%	7%	4.7%	14%
O=C(Cn1cnc2c(cnn2-c2ccccc2Cl)c1=O)N1CCc2ccccc21	1%	2%	0.4%	-28%	8.1%	17%	4%	-1.1%	8%
CCC(=O)c1ccc(OCC(O)CNC2CCCC2)cc1 (stereo not drawn)	8%	-15%[20 µM]	-0.1%	22%	-2.8%	-5%	5%	-2.2%	5%
O=C(Nn1cnnc1)c1cc(-c2ccccn2)nc2ccccc12	2%	12%	-0.1%	-14%	-1.6%	10%	17%	-1.9%	5%
COc1ccc(N(Cc2cc3ccccc3[nH]c2=O)S(C)(=O)=O)cc1	8%	8%	0.4%	-38%	-1.5%	2%	2%	-0.3%	-4%
Cc1cc(Nc2ccc(F)cc2C)n2nc(C)nc2n1	8%	-4%	-0.1%	-10%	-1.3%	3%	0%	1.8%	9%
CCOC(=O)N1CCN(Cc2nc(-c3cccs3)no2)CC1	7%	-30%	-0.2%	-66%	0.1%	-4%	2%	11%	-30%
CCCCSc1nnc(-c2ccc(NC(=O)CCc3ccccc3)cc2)n1C	4%	-49%	0.4%	-11%	3.1%	-6%	6%	-1.4%	7%
O=C(N/N=C/c1ccc(N2CCOCC2)cc1)c1ccccn1	3%	27%	0.9%	0%	0.5%	4%	27%	-2.5%	-38%
O=C(Cn1c(=O)n(-c2ccccc2)c(=O)c2oc3ccccc3c21)Nc1ccccc1	8%	21%	-0.2%	0%	0.6%	-2%	15%	-3.1%	7%
Nc1nnc(SCC(=O)Nc2ccc3c(c2)OCCO3)s1	5%	-1%	0.2%	-12%	0.5%	22%	5%	0.3%	-8%
O=C(Nc1nc2ccc(S(=O)(=O)N3CCOCC3)cc2s1)c1cccs1	4%	-5%	0.1%	29%	0.6%	-3%	0%	3.0%	-61%
O=C(Nc1ccc(F)c(Cl)c1)c1nsc(Cl)c1Cl	5%	5%	-0.4%	-10%	0.2%	15%	3%	0.7%	-159%
CN1CCN(CCc2nc3cc(NC(=O)c4ccco4)ccc3n2C)CC1	5%	2%	0.0%	4%	0.0%	-1%	8%	4.1%	8%
CC(C)COc1ccc(C/C(N)=N/n2cnnc2)cc1	8%	-21%[20 µM]	0.0%	-5%	1.5%	5%	-3%	-3.8%	18%
Cc1nnc(SCC(=O)NC(C)(C)C)n1CCc1ccccc1	5%	0%	0.1%	-2%	2.1%	14%	1%	6.8%	16%
O=C(NCc1ccc(Cl)cc1)C1CCN(C(=O)c2ccco2)CC1	4%	23%	-0.2%	-14%	-0.5%	6%	12%	-2.1%	-6%
COc1ccccc1C(=O)Nc1ccnn1C1CCN(CCCc2ccccc2)CC1	11%	-61%	0.3%	-4%	0.3%	5%	2%	2.7%	9%
O=C(/C(N=Nc1cccc([N+](=O)[O-])c1)=C(/O)c1ccc(Br)cc1)C(F)(F)F	.	-13%	-0.2%	-3%	36%	-3%	15%	2.0%	-133%
Cc1cc(=O)oc2ccc(OC(=O)CC(C)C)cc12	-4%	-13%	0.2%	-26%	-1.3%	-1%	4%	0.6%	7%
CC(=O)c1c(C)[nH]c(C(=O)OCC(=O)Nc2cc(C)on2)c1C	8%	8%	-0.2%	7%	-1.2%	-14%	-2%	-1.0%	14%
Cc1ccccc1C(=O)Nc1ccccc1N1CCN(C(=O)c2ccccc2)CC1	10%	6%	-0.1%	-17%	0.8%	6%	10%	9.3%	-4%
CC(=O)OCC(=O)c1ccc2ccn(C(C)=O)c2c1	1%	6%	-0.2%	-40%	1.0%	-9%	-4%	-6.2%	-4%
COc1cc(/C=N/NC(=O)C2CCN(CC(O)COCc3ccccc3)CC2)cc(OC)c1OC (stereo not drawn)	0%	8%	0.0%	-14%	-0.5%	6%	12%	-4.4%	18%
COC(=O)c1cc(C)ccc1OCc1ccc([N+](=O)[O-])cc1	13%	-24%	-0.1%	-9%	-0.8%	-6%	21%	5.4%	-41%
CCN(CC)C(=O)c1c(-c2ccccc2)oc2ccc(O)cc12	14%	21%	-0.2%	-8%	-0.1%	-9%	14%	-3.0%	-3%
Cc1cc(F)ccc1S(=O)(=O)N1CCCOC1CNC(=O)C(=O)NCCc1ccccc1 (stereo not drawn)	-2%	25%	0.0%	-5%	-0.2%	2%	11%	-2.4%	10%
CCOc1ccc(N2C(=O)CC(N3CCC(O)(c4ccc(Br)cc4)CC3)C2=O)cc1 (stereo not drawn)	2%	-82%	-0.1%	-11%	1.0%	12%	10%	15%	-2%
O=C(CCCn1c(=O)[nH]c2cc(Cl)ccc2c1=O)NCCN1CCN(c2ccccc2)CC1	4%	-16%	0.4%	-28%	1.0%	5%	5%	6.1%	3%
Cc1ccc(S(=O)(=O)N2CCOCC2)cc1NC(=O)CN(C)C1CCS(=O)(=O)C1 (stereo not drawn)	9%	13%	0.0%	-2%	-0.8%	1%	11%	-3.4%	-4%
COc1ccc(CCN2CCCC(CN(C)Cc3cc(OC)c(OC)c(OC)c3)C2)cc1 (stereo not drawn)	2%	-18%[20 µM]	0.2%	-2%	0.4%	-6%	4%	-2.1%	-36%
Cc1nn(C)cc1CNC(=O)C1CCC(=O)N(Cc2cccc(C(F)(F)F)c2)C1 (stereo not drawn)	7%	5%	-0.1%	-29%	-0.5%	14%	11%	-2.4%	1%
CCOc1ccc2nc(SCC(=O)NC(=O)NCc3ccco3)[nH]c2c1	17%	29%	0.2%	10%	-0.9%	13%	11%	-3.6%	11%
COCCNC(=O)c1onc(CSc2nc3ccccc3[nH]2)c1C(=O)NCCOC	6%	-26%[20 µM]	0.2%	1%	3.3%	6%	11%	-2.4%	15%
Cn1cc(CC(=O)NCCN2CCOCC2)c2ccccc21	-2%	-1%	0.0%	-3%	4.4%	10%	1%	-5.8%	7%
COc1ccc(/C=N/NC(=O)CCSc2nc3ccccc3s2)cc1OC	3%	-15%	-0.3%	-6%	-1.4%	-28%	4%	5.0%	7%
CCC(C)NC(=O)C(=O)NCC1CCCN1CC (stereo not drawn)	-3%	22%	0.6%	-22%	2.7%	4%	13%	-1.0%	5%
COc1ccc(CCNC(=O)COC(=O)c2ccc(Br)o2)cc1	9%	8%	0.2%	-16%	1.5%	21%	18%	-4.3%	6%
CCc1nnc(NC(=O)CSc2nnc(-c3ccoc3C)n2-c2cccc(C)c2)s1	-1%	-44%	-0.1%	1%	0.4%	6%	10%	-3.0%	16%
COc1ccc(/C=N/NC(=O)c2ccccc2O)cc1Cn1nnc2ccccc21	4%	-4%	0.6%	-13%	4.9%	-10%	26%	0.5%	-2%
NS(=O)(=O)c1ccc(CCNC(=O)COC(=O)CCSc2ccc(Cl)cc2)cc1	5%	.	0.4%	-7%	-1.2%	1%	13%	-3.3%	-11%
Cc1ccc(S(=O)(=O)N2CCN(c3ccccc3)CC2)c(C)c1	1%	-24%[20 µM]	-0.1%	8%	-0.8%	7%	-3%	0.4%	2%
O=C(NCc1cccc(F)c1F)C1CCC(=O)N(C2CC2)C1 (stereo not drawn)	3%	10%	-0.1%	1%	1.1%	9%	3%	-0.7%	-1%
CC(/C=C/c1ccccc1)=N\NC(=O)CSc1ccccn1	-1%	-14%	0.6%	-48%	-0.6%	5%	11%	7.2%	8%
Cc1nn(-c2ccccc2)c2nc(=O)n(-c3ccccc3)cc12	7%	2%	-0.3%	5%	20%	-1%	15%	-6.3%	-6%
O=C(CCN1CCN(Cc2ccccc2)CC1)NNC(=O)Cc1ccc(Cl)c(Cl)c1	-6%	.	0.1%	-1%	0.5%	5%	7%	-1.0%	2%
CC(C)(C)c1cc(C(=O)NCCCn2ccnc2)cc(C(C)(C)C)c1	4%	10%	0.4%	1%	-0.1%	-16%	6%	-1.2%	18%
CC(=O)c1cccc(Nc2c3c(nc4ccccc24)CCC3)c1	.	-72%	0.0%	6%	-2.7%	-15%	0%	1.4%	-6%
O=C1OCC2=C1C(c1ccccc1)CC(=O)N2c1ccc(F)cc1 (stereo not drawn)	4%	-24%	-0.5%	-51%	-1.1%	3%	7%	0.9%	-3%
Cc1ccnc(NC(=O)CCC(=O)N(CC(=O)NCC2CCCO2)Cc2ccc(F)cc2)c1 (stereo not drawn)	13%	7%	-0.2%	8%	0.0%	3%	-5%	5.5%	-6%
CCOC(=O)c1c(C)cc(=O)oc1C	9%	-33%	0.0%	-16%	-1.6%	3%	6%	-1.2%	23%
CC(C)c1ccc(N(CC(=O)NCc2ccc(F)cc2)C(=O)c2snc(C(N)=O)c2N)cc1	7%	-19%	.	-12%	-0.4%	-12%	2%	-1.3%	4%
CCN1CCN(c2c(Cl)cccc2NC(=O)c2ccc([N+](=O)[O-])cc2)CC1	4%	15%	0.3%	-30%	0.7%	18%	7%	-3.5%	4%
NC(=O)c1cc(S(=O)(=O)NC2CCCCC2)co1	-11%	1%	-0.4%	-5%	1.4%	15%	5%	-3.8%	11%
Cc1cccc(OCc2nnc(NC(=O)c3cccs3)s2)c1	-1%	10%	-0.1%	-9%	2.4%	-10%	-2%	-1.6%	-12%
C/C(=N\NC(=O)c1nnn(-c2nonc2N)c1CSc1ccc(C)cc1)c1ccco1	15%	6%	-0.2%	-26%	3.1%	0%	7%	-4.5%	5%
CCn1cc(/C=C/C(=O)Nc2ccn(Cc3c(F)c(F)c(F)c(F)c3F)n2)cn1	3%	2%	0.3%	-12%	1.3%	7%	-9%	0.5%	-2%
O=C(Cc1c(Cl)cccc1Cl)NC1CC1	9%	-11%	-0.1%	-5%	-1.1%	6%	24%	-3.3%	9%
Cc1ccccc1CC(=O)NCc1cccnc1	3%	-5%	0.5%	-23%	-0.1%	0%	12%	-4.6%	-3%

Not all compounds are listed (hit frequency here may not be typical).
